Growth percent in the NCI-60 one-dose screen (48 h, 10 µM unless noted): 100 = growth as untreated, 0 = no growth, -100 = all killed.
RPMI-8226 = RPMI-8226 leukemia cells; 77,000 compounds, 7.5% hits; AID 1794781
A549/ATCC = A549/ATCC NSCLC | 81,000 compounds, 3.7% hits | AID 1794740
HOP-62 = HOP-62 NSCLC | 80,000 compounds, 3.9% hits | AID 1794735
M14 = M14 melanoma; 80,000 compounds, 6.2% hits; AID 1794745
HOP-92 = HOP-92 NSCLC cells; 71,000 compounds, 6.3% hits; AID 1794738
CCRF-CEM = CCRF-CEM leukemia | 77,000 compounds, 7% hits
MDA-MB-435 = MDA-MB-435 melanoma; 82,000 compounds, 7.8% hits; AID 1794794
EKVX = EKVX NSCLC. 71,000 compounds, 3% hits. AID 1794765
* = called active by the depositor; & = joins results of further samples; [ ] = remark or other dose. How the source made its calls: active means growth percent below 10; inactive means the rest.

`Cc1ccccc1P(=O)(c1ccccc1)c1ccccc1C` gave RPMI-8226 87&94, A549/ATCC 100&93, HOP-62 101&110, M14 105&96, HOP-92 78&68, CCRF-CEM 97&102 and MDA-MB-435 107&97.
For N#Cc1c2c(nn(-c3cccc(Cl)c3)c1=O)C(O)=C([N+](=O)[O-])C(c1ccccc1Cl)C2 (stereo not drawn) the results were A549/ATCC 88, HOP-62 95, M14 95, HOP-92 79, CCRF-CEM 60, MDA-MB-435 94 and EKVX 93.
For COc1ccc(Cn2c(-c3ccccc3)cc3c2-c2oncc2CC3)cc1 the results were RPMI-8226 86, A549/ATCC 100, HOP-62 99, M14 100, HOP-92 75, CCRF-CEM 79, MDA-MB-435 90 and EKVX 106.
Screening O=C(Nc1ccc(Cl)cc1)Oc1c(Cl)c(Cl)c(Cl)c(Cl)c1Cl returned RPMI-8226 91, A549/ATCC 93, HOP-62 86, M14 97, HOP-92 41, CCRF-CEM 92, MDA-MB-435 96 and EKVX 81.
CCOC(=O)c1nn(C2CCCCO2)c2ccc(NC(=O)CSc3nc(C)cc(=O)[nH]3)cc12 (stereo not drawn) was read as RPMI-8226 102, A549/ATCC 97, HOP-62 91, M14 101, HOP-92 75, CCRF-CEM 105, MDA-MB-435 103 and EKVX 96.
`COc1ccc(-c2cc(-c3ccc(OC)cc3)cc(-c3ccc(OC)cc3)c2)cc1` gave RPMI-8226 90, A549/ATCC 94, HOP-62 93, M14 88, HOP-92 108, CCRF-CEM 88, MDA-MB-435 94 and EKVX 92.
Screening COc1ccc(-c2cn(C(=O)c3ccc(C(F)(F)F)cc3)nc2N)cc1 returned A549/ATCC 102, HOP-62 86, M14 90, HOP-92 83, CCRF-CEM 96, MDA-MB-435 105 and EKVX 97.
Screening Cc1ccc(S(=O)(=O)Nc2ccc(Cl)cc2)cc1 returned RPMI-8226 101, A549/ATCC 94, HOP-62 98, M14 103, HOP-92 87, CCRF-CEM 96, MDA-MB-435 101 and EKVX 90.
CCCC1(C(OC)OC)NC(=O)N(C)C1=O (stereo not drawn) was read as RPMI-8226 112, A549/ATCC 92, HOP-62 104, M14 98, HOP-92 101, CCRF-CEM 104, MDA-MB-435 102 and EKVX 101.
For O=C(Nc1ccc(O)cc1)OCc1ccccc1 the results were RPMI-8226 72, A549/ATCC 93, HOP-62 163, M14 85, HOP-92 86, CCRF-CEM 62, MDA-MB-435 93 and EKVX 99.
For COc1cc(NC(=O)C#Cc2ccccc2)c(OC)cc1Cl the results were RPMI-8226 11, A549/ATCC 59, HOP-62 78, M14 50, HOP-92 79, CCRF-CEM 11, MDA-MB-435 59 and EKVX 63.
C=C(C)[C@@H]1CC[C@]2(C(=O)NCCN(CCNC(=O)C(Cl)Cl)CCNC(=O)C(Cl)Cl)CC[C@]3(C)[C@H](CC[C@@H]4[C@@]5(C)CC[C@H](OC(C)=O)C(C)(C)[C@@H]5CC[C@]43C)[C@@H]12 was read as RPMI-8226 43, A549/ATCC 51, HOP-62 87, M14 76, CCRF-CEM 81, MDA-MB-435 88 and EKVX 68.
O=C(CSc1nnc(Cc2ccccc2Nc2c(Cl)cccc2Cl)n1-c1ccccc1)N1N=C(c2ccc3ccccc3c2)CC1c1ccc(Cl)cc1 (stereo not drawn) was read as RPMI-8226 96, A549/ATCC 96, HOP-62 93, M14 98, CCRF-CEM 113, MDA-MB-435 99 and EKVX 94.
For Cc1ccn2c(C(=O)c3ccc(Br)cc3)cc(-c3cc(-c4ccc(N(C)C)cc4)c(C#N)c(N)n3)c2c1 the results were RPMI-8226 84, A549/ATCC 70, HOP-62 79, M14 58, HOP-92 31, CCRF-CEM 94, MDA-MB-435 65 and EKVX 68.
Screening O=C(OC1CCCC1)c1ccccc1Cl returned RPMI-8226 102, A549/ATCC 105, HOP-62 97, M14 101, HOP-92 96, CCRF-CEM 107, MDA-MB-435 105 and EKVX 111.
For COc1cc(C2C(C(=O)c3cccs3)=C(O)C(=O)N2CCN2CCOCC2)cc(OC)c1OC (stereo not drawn) the results were RPMI-8226 108, A549/ATCC 104, HOP-62 107, M14 100, HOP-92 100, CCRF-CEM 120 and MDA-MB-435 100.
For CCc1ccc(Nc2ncnc3c2c(C)nn3-c2ccc(Cl)cc2)cc1 the results were A549/ATCC 97, HOP-62 97, M14 93, HOP-92 104, CCRF-CEM 99, MDA-MB-435 104 and EKVX 94.
COc1cc(-c2ccc(NC(=O)N3CC3C)c(OC)c2)ccc1NC(=O)N1CC1C (stereo not drawn) was read as RPMI-8226 94, A549/ATCC 92, M14 112, HOP-92 102, CCRF-CEM 86, MDA-MB-435 105 and EKVX 97.
Screening O=C1C(c2nnc(-c3ccccc3)n2-c2ccc([N+](=O)[O-])cc2[N+](=O)[O-])=C(O)c2ccccc21 returned RPMI-8226 103, A549/ATCC 95, HOP-62 88, M14 105, HOP-92 95, CCRF-CEM 102, MDA-MB-435 110 and EKVX 104.
`Cn1cc(-c2nn3cc(-c4ccncc4)nc3s2)c2ccccc21` gave RPMI-8226 87, A549/ATCC 88, HOP-62 94, M14 100, HOP-92 67, CCRF-CEM 87, MDA-MB-435 93 and EKVX 71.

Of the compounds above, 2 have a nitro group on carbon.
For N#Cc1c2c(nn(-c3cccc(Cl)c3)c1=O)C(O)=C([N+](=O)[O-])C(c1ccccc1Cl)C2 (stereo not drawn) the results were A549/ATCC 88, HOP-62 95, M14 95, HOP-92 79, CCRF-CEM 60, MDA-MB-435 94 and EKVX 93.
Screening O=C1C(c2nnc(-c3ccccc3)n2-c2ccc([N+](=O)[O-])cc2[N+](=O)[O-])=C(O)c2ccccc21 returned RPMI-8226 103, A549/ATCC 95, HOP-62 88, M14 105, HOP-92 95, CCRF-CEM 102, MDA-MB-435 110 and EKVX 104.

Following part
`O=c1c2ccccc2nc(SCc2ccc(Cl)cc2)n1CCc1ccccc1` gave A549/ATCC 84, HOP-62 100, M14 101, MDA-MB-435 94 and EKVX 82.
Screening CCOc1ccc(/C=C2\NC(=S)NC2=O)cc1 returned RPMI-8226 81, A549/ATCC 114, HOP-62 107, M14 107, HOP-92 94, CCRF-CEM 100, MDA-MB-435 111 and EKVX 144.
For C=CCOC(=O)C1=C(C)NC2=C(C(=O)CC(C)(C)C2)C1c1ccc(C)cc1 (stereo not drawn) the results were A549/ATCC 98, HOP-62 96, M14 94, CCRF-CEM 92, MDA-MB-435 102 and EKVX 101.
Screening O=C1c2cc3c(cc2-c2c1c1ccc(F)cc1c(=O)n2CCCNCCO)OCO3 returned RPMI-8226 -12*, A549/ATCC -74*, HOP-62 -49*, M14 -40*, HOP-92 2.3*, CCRF-CEM 0.8*, MDA-MB-435 -72* and EKVX -14*.
For COc1cc(C(=O)Nc2nc3c(cc4c5c(cccc53)CC4)s2)cc(OC)c1OC the results were RPMI-8226 65, A549/ATCC 82, HOP-62 104, M14 90, HOP-92 105, CCRF-CEM 92 and MDA-MB-435 100.
Nc1ccc(Cl)c(C(=O)O)c1 was read as RPMI-8226 104, A549/ATCC 101, HOP-62 108, M14 95, HOP-92 87, CCRF-CEM 102, MDA-MB-435 98 and EKVX 96.
For CSCCC(NC(=O)C(Cc1ccc(O)cc1)NC(=O)CCCc1cccs1)C(=O)NCC(=O)O (stereo not drawn) the results were RPMI-8226 102, A549/ATCC 103, HOP-62 108, M14 106, HOP-92 100, CCRF-CEM 102, MDA-MB-435 109 and EKVX 102.
`COc1cc(C2=NNC(c3ccc(Oc4ccc(Cl)cc4)cc3)C2)cc(OC)c1OC` (stereo not drawn) gave RPMI-8226 75, A549/ATCC 89, HOP-62 101, M14 90, HOP-92 89, CCRF-CEM 77, MDA-MB-435 95 and EKVX 86.
`CC(C)OP(=O)(OC(C)C)c1ncc(-c2ccc(C(F)(F)F)cc2)c(NC2CCCCCC2)n1` gave RPMI-8226 -41*[33.3 µM], A549/ATCC -34*[33.3 µM], HOP-62 -27*[33.3 µM], M14 -90*[33.3 µM], HOP-92 -94*[33.3 µM] and MDA-MB-435 -75*[33.3 µM].
Screening O=C1c2cc([N+](=O)[O-])ccc2-c2cc(Br)c(N=C(NO)C(F)(F)F)cc21 returned RPMI-8226 94, A549/ATCC 87, HOP-62 84, M14 89, HOP-92 89, CCRF-CEM 89, MDA-MB-435 101 and EKVX 74.
Screening CCCCSc1nc2sc3c(c2c(=O)n1-c1ccccc1)CCCCC3 returned RPMI-8226 106, A549/ATCC 96, HOP-62 102, M14 102, HOP-92 99, CCRF-CEM 96, MDA-MB-435 99 and EKVX 93.
For Cc1ccc2c(c1)C(C)CC2(C)C (stereo not drawn) the results were RPMI-8226 94, A549/ATCC 93, HOP-62 94, M14 100, HOP-92 107, CCRF-CEM 107, MDA-MB-435 106 and EKVX 102.
`Cc1cccc(CC(=O)c2ccccc2)n1` gave RPMI-8226 89, A549/ATCC 74, HOP-62 78, M14 86, HOP-92 82, CCRF-CEM 72, MDA-MB-435 99 and EKVX 79.
For CS(=O)CCCCCN=C=S (stereo not drawn) the results were RPMI-8226 5.2*, A549/ATCC -0.8*, HOP-62 -7.5*, M14 8.7*, HOP-92 20, CCRF-CEM -7.3*, MDA-MB-435 20 and EKVX 13.
`Cc1nc2ccc(Br)cn2c1-c1nnc(SCc2cc(F)ccc2F)o1` gave RPMI-8226 101, A549/ATCC 99, HOP-62 88, M14 104, HOP-92 79, CCRF-CEM 114, MDA-MB-435 107 and EKVX 76.
O=c1[nH]c(=O)n2ncnc2[nH]1 was read as RPMI-8226 104, A549/ATCC 94, HOP-62 100, M14 125, HOP-92 114, CCRF-CEM 97, MDA-MB-435 108 and EKVX 104.
Screening CC(=O)c1ccc(C)o1 returned RPMI-8226 103, A549/ATCC 103, HOP-62 108, M14 114, CCRF-CEM 97, MDA-MB-435 101 and EKVX 102.
For COc1ccc(S(=O)(=O)n2cc(C3OC(c4cc(OC)c(OC)c(OC)c4)=NN3C(C)=O)c3ccccc32)cc1 (stereo not drawn) the results were A549/ATCC 98, HOP-62 90, M14 75, HOP-92 37, CCRF-CEM 75, MDA-MB-435 39 and EKVX 73.
For OC(c1ccc(Cl)cc1)(c1ccc(Cl)cc1)C(F)(F)Cl the results were RPMI-8226 92, A549/ATCC 80, HOP-62 87, M14 95, HOP-92 97, CCRF-CEM 73, MDA-MB-435 103 and EKVX 88.
For COc1ccccc1Nc1nnc(-c2ccc(O)cc2)o1 the results were RPMI-8226 42, A549/ATCC 63, HOP-62 63, M14 54, HOP-92 74, CCRF-CEM 46, MDA-MB-435 19 and EKVX 46.
c1cc(C2=NCCN2)ccc1OCCSCCOc1ccc(C2=NCCN2)cc1 was read as RPMI-8226 60, A549/ATCC 40, HOP-62 84, M14 96, HOP-92 80, CCRF-CEM 94, MDA-MB-435 98 and EKVX 61.
`O=C1CCSC2=C1SCc1sccc12` gave RPMI-8226 93, A549/ATCC 97, HOP-62 96, M14 100, HOP-92 85, CCRF-CEM 104, MDA-MB-435 102 and EKVX 84.
Cc1nn(-c2ccccc2)c2nc3c(c(-c4ccc(Cl)cc4)c12)CNC(c1ccc2c(c1)OCO2)N3 (stereo not drawn) was read as RPMI-8226 92, A549/ATCC 70, HOP-62 67, M14 83, HOP-92 85, CCRF-CEM 82, MDA-MB-435 100 and EKVX 84.
CCCc1cc(=O)[nH]c(-n2[nH]c(=O)cc2N)n1 was read as RPMI-8226 98, A549/ATCC 108, HOP-62 101, M14 99, HOP-92 96, CCRF-CEM 94 and MDA-MB-435 99.

Arranged by count of non-hydrogen atoms (falling): some entries from above
`CC(C)OP(=O)(OC(C)C)c1ncc(-c2ccc(C(F)(F)F)cc2)c(NC2CCCCCC2)n1` gave RPMI-8226 -41*[33.3 µM], A549/ATCC -34*[33.3 µM], HOP-62 -27*[33.3 µM], M14 -90*[33.3 µM], HOP-92 -94*[33.3 µM] and MDA-MB-435 -75*[33.3 µM].
Screening O=C1c2cc([N+](=O)[O-])ccc2-c2cc(Br)c(N=C(NO)C(F)(F)F)cc21 returned RPMI-8226 94, A549/ATCC 87, HOP-62 84, M14 89, HOP-92 89, CCRF-CEM 89, MDA-MB-435 101 and EKVX 74.
`Cn1cc(-c2nn3cc(-c4ccncc4)nc3s2)c2ccccc21` gave RPMI-8226 87, A549/ATCC 88, HOP-62 94, M14 100, HOP-92 67, CCRF-CEM 87, MDA-MB-435 93 and EKVX 71.

High-throughput results as filed in PubChem.
